# E-sel inducer – E-selectin induction in HUVECs, primary screen, imaging, HUVEC, immunofluorescence imaging, single point | P16581 | normalized: neutral wells 0, TNF-alpha wells 100 | activation, % at 7.58 µM | 260,000 tested, 0.37% active | AID 686992, 2013;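 active means mean E-selectin-positive cell signal at least 10% of the positive control, reached in at least 60% of replicates, without over 20% cell loss; inconclusive means no rule given, readout overlaps actives, possibly toxicity-flagged; inactive means the rest, including those meeting only one limit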;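 further: in these data hits start at about 27%; measured in HUVEC primary endothelial cells; signal is the percent of cells scored E-selectin positive by PE staining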
#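 Test system: HUVEC | Signal: Immunofluorescence imaging | Read-out: Percent E-selectin-positive cells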
# RAD54 branch – inhibitors of human RAD54 branch migration, primary screen, biochemical, fluorescence, single point | 360,000 tested, 0.14% active | inhibition, % at 10.4 µM | DNA repair and recombination protein RAD54-like (Homo sapiens), Q92698 | AID 602329, 2012 | RAD54 Holliday junction branch migration, FAM/BHQ fluorescence;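 active means mean normalized replicate activity at least 40 and at least half of replicates scoring 40 or more; inconclusive means only one of the two criteria met; inactive means mean below 40 and under half of replicates reaching 40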;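 further: 0% = median of neutral control wells and 100% = median of positive control wells; inhibitors cause a drop in the FAM fluorescence signal; in these data hits start at about 50%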
# Target sequence (Q92698 whole entry, looked up): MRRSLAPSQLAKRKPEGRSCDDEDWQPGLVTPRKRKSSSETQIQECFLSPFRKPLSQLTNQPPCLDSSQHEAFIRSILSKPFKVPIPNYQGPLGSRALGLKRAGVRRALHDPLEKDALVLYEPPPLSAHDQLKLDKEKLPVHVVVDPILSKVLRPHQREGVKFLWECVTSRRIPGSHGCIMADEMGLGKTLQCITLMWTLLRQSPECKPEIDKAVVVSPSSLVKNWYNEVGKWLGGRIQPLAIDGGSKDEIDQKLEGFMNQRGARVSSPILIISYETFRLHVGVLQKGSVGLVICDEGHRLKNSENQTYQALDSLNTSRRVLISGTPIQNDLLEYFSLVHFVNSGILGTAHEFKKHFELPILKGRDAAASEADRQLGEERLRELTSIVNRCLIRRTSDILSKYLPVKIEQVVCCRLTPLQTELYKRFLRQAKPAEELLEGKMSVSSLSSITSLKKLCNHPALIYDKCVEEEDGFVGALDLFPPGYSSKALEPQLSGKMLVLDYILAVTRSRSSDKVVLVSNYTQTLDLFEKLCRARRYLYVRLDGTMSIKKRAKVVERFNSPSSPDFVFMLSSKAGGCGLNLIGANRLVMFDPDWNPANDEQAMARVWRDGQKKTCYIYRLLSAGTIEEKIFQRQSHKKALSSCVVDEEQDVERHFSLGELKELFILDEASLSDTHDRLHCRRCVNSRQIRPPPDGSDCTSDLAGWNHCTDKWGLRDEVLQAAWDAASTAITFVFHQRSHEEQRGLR
# miR-122 sensor – miR-122 Renilla sensor signal increase in Huh7, primary screen, miR-122 inhibitor project, cell-based, single point, plate reader | activation (reporter increase), % at 12.5 µM | Huh7 miR-122 Renilla luciferase sensor, 48 h; neutral wells = 0, positive control = 100 | 340,000 tested, 0.3% active;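 active means mean replicate activation score at least 90 and every replicate individually at or above 90; inconclusive means only one of the two criteria met; inactive means neither criterion met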;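 further: higher luciferase means less miR-122 activity so hits act as miR-122 inhibitors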
# ERAP1 HTS inh – human ERAP1 aminopeptidase inhibitors, primary screen, biochemical, single point, plate reader. recombinant ERAP1, Leu-AMC fluorescence, 60 min. inhibition, % at 10.7 µM. 340,000 tested, 0.15% active. AID 652197, 2013;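 active means mean replicate inhibition of at least 30%, or all replicates individually reaching that 30% level; inactive means mean below 30% and not every replicate reaching it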;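 further: 0% = neutral control wells and 100% = L-leucinethiol positive control wells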
# PglD DTNB – C. jejuni PglD acetyltransferase inhibitors, primary screen, biochemical, DTNB colorimetric, single point; inhibition, % at 12.5 µM; 360,000 tested, 0.098% active; purified PglD enzyme, DTNB colorimetric CoA detection; UDP-N-acetylbacillosamine N-acetyltransferase PglD (Campylobacter jejuni); in the data active means inhibition above about 16%, passing the limit was not always enough; inconclusive means no clear call, values can overlap the other calls; further: strong numbers were not always called active
# RAD52 anneal inh – RAD52 DNA annealing inhibitors, primary screen, biochemical, FRET, single point, set 2; recombinant RAD52 DNA annealing, FRET fluorescence; inhibition, % at 18.7 µM; 360,000 tested, 0.46% active; AID 651710, 2012;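 active means every replicate showing at least 50% inhibition; inconclusive means mean inhibition at least 50% but not in every replicate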
# Cneo AK release – Cryptococcus neoformans cell lysis inducers, primary screen, AK release luminescence, single concentration; AID 651654, 2012; 360,000 tested, 0.2% active; lysis activity, % at 15 µM; C. neoformans lysis, adenylate kinase release luminescence, 4 h; normalised: neutral wells 0, clomiphene wells 100;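 active means mean lysis activity across replicates of at least 80%, whatever share of replicates individually reach that level; inactive means mean lysis activity below 80%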
#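 Assay system: C. neoformans cells. Amount: yeast cell density of 5 × 10^6 cells/mL. Technique: AK luminescence. Buffer or medium: YPD. Times: static 4 h at 37 °C with compound, 1 h detection. Dosing: single-point compound dose. Read-out: lysis from increased AK signal.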
# PGC1a acetyl inh – inhibitors of PGC1a acetylation signal, primary screen, cell-based, U2OS, AlphaScreen, inhibitor mode. 350,000 tested, 0.17% active. AlphaScreen anti-acetyl-lysine; with virally co-expressed GCN5 acetyltransferase. AID 651687, 2012. inhibition, % at 15.6 µM;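 active means every replicate shows inhibition of at least 40%; inconclusive means mean inhibition at least 40% but some replicate below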;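 further: 0% = neutral control wells and 100% = positive control wells; some results beyond the cut were filed as inactive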
# * marks the source's active call; other numbers are inactive results; ? = inconclusive; . = not tested or not shown; & = joins results of further samples; [ ] = remark or other dose.
1) CN1CCN(C(=O)C[C@H]2CC[C@@H]3[C@H](COC[C@H](O)CN3Cc3cccc(-c4ccncc4)c3)O2)CC1
2) Clc1ccc(NCc2cccnc2)cc1
3) CCOC(=O)N(C)C[C@H]1OCc2cnnn2CCCC(=O)N([C@H](C)CO)C[C@H]1C
4) CC(C)Cn1c(-c2ccccc2)nc(=S)c2c1CCCC2
5) CC(O)(c1ccc(F)c(F)c1)c1nc(-c2csc3ccccc23)cs1 (stereo not given)
6) C[C@H](CO)N1C[C@H](C)[C@@H](CN(C)S(=O)(=O)c2cn(C)cn2)Oc2ncc(C3=CCCC3)cc2C1=O
7) COc1cc(OC)cc(C(=O)NCC(=O)NCc2ccccn2)c1
8) O=C(/C=C/c1ccc(Br)o1)NCCCN1CCOCC1
9) C[C@@H](NC(=O)C[C@H]1CC[C@H](NC(=O)Nc2ccc3c(c2)OCO3)[C@H](CO)O1)c1ccccc1
10) CC(C)N1CC(C(=O)Nc2ccc(Br)c(Cl)c2)CC1=O (stereo not given)
screen / no.	1	2	3	4	5	6	7	8	9	10
E-sel inducer	0.6	1.9	-0.1&0.3	.	0.0	1.4	-0.5	.	-0.5	.
RAD54 branch	-1	-2	1&-2	-2	-4	9	-3	0	-1	1
miR-122 sensor	0[16.7 µM]	-3	-4	6	6	-10[16.7 µM]	2	-4	-1[16.7 µM]	1
ERAP1 HTS inh	0	0	-6&0&-3	.	7	1	-1	0	0	.
PglD DTNB	0	4	1&-1	3	.	-6	2	7	4	-1
RAD52 anneal inh	12	-6	-4&-2&-4	.	-4	-1	-9	-4	-6	.
Cneo AK release	-2	-4	-4&10	-2	0	2	-1	-3	-2	1
PGC1a acetyl inh	3	16	-6&3&5	7	-1	4	5	3	-7	2

11) CNC[C@@H]1Oc2c(NC(=O)Nc3ccc(F)cc3)cccc2C(=O)N([C@H](C)CO)C[C@@H]1C
12) O=C(NCc1ccco1)c1cccc(Br)c1
13) O=C(NCc1cccc(C(F)(F)F)c1)c1csc([C@@H]2O[C@H](CO)[C@H](O)[C@H](O)[C@H]2O)n1
14) COc1ccc(CNC(=O)CCc2nc3cc(S(=O)(=O)N(C)C)ccc3n2C)cc1OC
15) O=[N+]([O-])c1ccccc1S(=O)(=O)N(CC1CO1)c1ccccc1 (stereo not given)
16) CCS(=O)(=O)N1N=C(c2ccccc2)CC1c1ccc2nccnc2c1 (stereo not given)
17) C[C@@H]1CN([C@H](C)CO)C(=O)CCCn2cc(nn2)CO[C@@H]1CN(C)S(=O)(=O)c1ccc2ccccc2c1
18) Cc1ccc(Cn2cnc3c(nnn3Cc3ccc(Cl)cc3)c2=O)cc1
19) C#CCOCCOCCOCCNc1nc(N2CCN(C(=O)[C@H]([C@@H](C)CC)n3cc(CCC(=O)O)nn3)CC2)nc(N2CCN(C(=O)[C@H](C)n3cc(CCCN=C(N)N)nn3)CC2)n1
20) CCOc1ccc(NC(=S)NC(=O)c2cnn(CC)c2)c([N+](=O)[O-])c1
screen / no.	11	12	13	14	15	16	17	18	19	20
E-sel inducer	-3.7&-0.1	.	0.7	3.9	.	.	-0.3	.	0.0	.
RAD54 branch	10&6	3	-1	-1	-5	-3	0	1	-2	-6
miR-122 sensor	0[16.7 µM]	1	0	-7	-4	7	-3[16.7 µM]	.	.	-3
ERAP1 HTS inh	1&-27	-1	-3	-1	-1	.	-2	.	0	5
PglD DTNB	3&-4	-2	-1	-1	-3	5	-3	7	0	4
RAD52 anneal inh	-25&-35	2	-8	-8	-3	.	4	.	-14	-1
Cneo AK release	6&0	9	-1	1	2	-5	4	-2	0	8
PGC1a acetyl inh	-3&6	4	8	9	-8	.	5	10	.	.

21) COC(=O)c1c(-c2ccccc2OC)sc2cc3c(cc12)OCO3
22) O=C(CSc1nnc(-c2ccncc2)n1-c1ccc(Cl)cc1)N1CCOCC1
23) CCN(CCNC(=O)CN(C)S(=O)(=O)c1cccc2nsnc12)c1ccccc1
24) COc1ccc(C(=O)NNC(=S)NC(=O)c2ccc(Br)o2)cc1OC
25) CCc1ccc(NC(=O)Cn2cc([N+](=O)[O-])nc2C)cc1
26) COc1ccc(C[C@@H]2CCc3cnnn3COC[C@@H](c3ccccc3)NC2=O)cc1
27) CC(C)NC(=O)N1[C@H](CO)[C@@H](c2ccccc2)[C@@H]1CN(C)C(=O)c1cccnc1
28) CCN(CC)S(=O)(=O)c1cccc(C(=O)N[C@H](C(=O)Nc2nc3ccccc3s2)C(C)C)c1
29) C=CCOc1cccc(C2C(C(=O)c3ccco3)=C(O)C(=O)N2CCN(CC)CC)c1 (stereo not given)
30) O=C(NNC1=NCCC1)c1ccc(Br)cc1
screen / no.	21	22	23	24	25	26	27	28	29	30
E-sel inducer	0.2	.	.	1.0	1.7	-0.1	-0.1	.	.	.
RAD54 branch	-7	-12	-3	.	-7	.	-6	0	-1	-7
miR-122 sensor	10	-3	.	.	-3	.	7[16.7 µM]	6	-2	-5
ERAP1 HTS inh	2	.	.	2	0	1	.	-1	.	.
PglD DTNB	-4	4	4	.	9	.	0	-3	1	-3
RAD52 anneal inh	0	.	.	-35	-2	-2	.	-10	.	.
Cneo AK release	-10	0	-1	.	-3	4	0	3	1	-2
PGC1a acetyl inh	.	5	30	-6	-22	.	-1	.	-3	9

31) O=C1CC/C=C\C[C@@H](CC(=O)N(CCO)Cc2ccccc2)C(=O)N[C@H](Cc2c[nH]c3ccccc23)CO1
32) C#CCN(C[C@@H]1[C@@H](OC(=O)Nc2cccs2)[C@@H](OC(=O)Nc2cccs2)Cn2c(=O)ccc(=O)n21)S(=O)(=O)c1ccc(C)cc1
33) C/C(CC(C)C)=N\NC(=O)Nc1ccccc1
34) C[C@H](CO)N1C[C@H](C)[C@@H](CN(C)C(=O)Nc2cccc3ccccc23)Oc2ccc(NC(=O)Nc3ccc(C(F)(F)F)cc3)cc2CC1=O
35) O=C(NCc1cn(-c2ccccc2)nc1-c1ccc(F)cc1)c1cccc([N+](=O)[O-])c1
36) Cc1c(NC(=O)c2ccc(Br)o2)c(=O)n(-c2ccccc2)n1C
37) C[C@H]1CN([C@@H](C)CO)C(=O)c2c(c3ccccc3n2C)-c2ccccc2CO[C@H]1CN(C)Cc1cccc2c1OCCCO2
38) Cc1ccc(S(=O)(=O)Nc2cccc3c2O[C@@H](CN(C)C(=O)Nc2ccc(F)cc2)[C@H](C)CN([C@H](C)CO)C3=O)cc1
39) CCOc1ccc(Cl)cc1/C=N/NC(N)=O
40) COC(=O)N1CCN(c2ccc(Cl)c(Cl)c2)CC1
screen / no.	31	32	33	34	35	36	37	38	39	40
E-sel inducer	-0.5	-0.2	.	-16	2.2	.	-1.8	-0.1	0.0	.
RAD54 branch	1	14	-3	-2	1	2	.	-5	.	.
miR-122 sensor	5	-21	-8	31[16.7 µM]	31	-4	.	22[16.7 µM]	.	-2
ERAP1 HTS inh	0	-2	1	-7	-3	.	1	1	0	5
PglD DTNB	-2	0	-1	1	8	4	.	-1	.	.
RAD52 anneal inh	-12	-27	-8	7	-8	.	43	5	-7	-6
Cneo AK release	3	0	0	-5	-11	2	.	-6	.	.
PGC1a acetyl inh	.	?	-1	-9	-20	16	5	4	-3	-2

41) C[C@@H]1CCCCO[C@H](CN(C)Cc2ccc(C(=O)O)cc2)[C@H](C)CN([C@H](C)CO)C(=O)c2cc(NC(=O)CCCN(C)C)ccc2O1
42) O=C(/C=C/c1ccc2c(c1)OCO2)NCc1cn2cc(Cl)ccc2n1
43) Cc1ccc(NC(=O)CCNS(=O)(=O)c2cccc3nsnc23)cc1F
44) N#CCCN(Cc1cccs1)C(=O)Nc1ccc(F)cc1
45) Cc1nc2ccccc2c2oc(C(=O)NCc3ccccn3)cc12
46) COc1ccc(NC(=S)N(CCCN2CCCC2)Cc2cccn2Cc2ccc(Cl)cc2)cc1Cl
47) COc1ccc(S(=O)(=O)N2CCN(CC(=O)NCCc3cccs3)CC2)cc1
48) C=C(C)CC1N(c2cccc(OC)c2)C(=O)[C@@H]2C(C(=O)O)[C@H]3C=C[C@@]12O3 (stereo not given in full)
49) Cc1cc(NC(=O)c2nn3cccnc3c2Cl)no1
50) O=C(C[C@H]1CC[C@H]2[C@@H](COC[C@@H](O)CN2S(=O)(=O)c2ccc(F)cc2)O1)NCCN1CCCCC1
screen / no.	41	42	43	44	45	46	47	48	49	50
E-sel inducer	0.1	0.0	.	.	.	.	-2.6	.	.	0.0
RAD54 branch	0	2	4	-2	0	16	-10	2	-8	0
miR-122 sensor	-1[16.7 µM]	-3	37	7	-3	-5	6	-6	-2	-4[16.7 µM]
ERAP1 HTS inh	-3	7	-2	.	0	2	5	.	.	0
PglD DTNB	3	-3	-4	-4	-1	1	2	1	0	-4
RAD52 anneal inh	5	-25	-8	-16	-20	-7	-6	.	.	-2
Cneo AK release	-6	7	-1	-3	0	3	5	-1	-6	-2
PGC1a acetyl inh	-4	-6	-2	3	13	-23	-3	.	0	5

# Laid out differently: results already given
entry | SMILES | E-sel inducer | RAD54 branch | miR-122 sensor | ERAP1 HTS inh | PglD DTNB | RAD52 anneal inh | Cneo AK release | PGC1a acetyl inh
16 | CCS(=O)(=O)N1N=C(c2ccccc2)CC1c1ccc2nccnc2c1 (stereo not given) | . | -3 | 7 | . | 5 | . | -5 | .
17 | C[C@@H]1CN([C@H](C)CO)C(=O)CCCn2cc(nn2)CO[C@@H]1CN(C)S(=O)(=O)c1ccc2ccccc2c1 | -0.3 | 0 | -3[16.7 µM] | -2 | -3 | 4 | 4 | 5
18 | Cc1ccc(Cn2cnc3c(nnn3Cc3ccc(Cl)cc3)c2=O)cc1 | . | 1 | . | . | 7 | . | -2 | 10
19 | C#CCOCCOCCOCCNc1nc(N2CCN(C(=O)[C@H]([C@@H](C)CC)n3cc(CCC(=O)O)nn3)CC2)nc(N2CCN(C(=O)[C@H](C)n3cc(CCCN=C(N)N)nn3)CC2)n1 | 0.0 | -2 | . | 0 | 0 | -14 | 0 | .

# (cont.)
51) Cc1cccc(OCc2nnc(NC(=O)c3cccs3)s2)c1
52) CO[C@@H]1CN(C)C(=O)c2ccc(NS(C)(=O)=O)cc2OC[C@@H](C)N(CC2CCCCC2)C[C@@H]1C
53) C[C@@H]1CN([C@@H](C)CO)S(=O)(=O)c2ccc(C#Cc3ccccn3)cc2O[C@H]1CN(C)Cc1cccc(F)c1
54) CN(CCCNC(=O)c1ccc(CS(=O)c2ccc(Br)cc2)o1)Cc1ccccc1 (stereo not given)
55) CCc1nnc(NC(=O)CSc2nnc(CNc3ccc(F)cc3)n2C2CCCCC2)s1
56) CN(C)c1ccc(N2CN=C3SCC(=O)N3C2)cc1
screen / no.	51	52	53	54	55	56
E-sel inducer	.	0.0	0.1	.	.	.
RAD54 branch	3	7	1	-7	-4	14
miR-122 sensor	-19	.	9[16.7 µM]	-6	-8	-4
ERAP1 HTS inh	.	-3	1	1	4	.
PglD DTNB	9	2	1	3	1	-2
RAD52 anneal inh	.	6	-63	-5	-11	.
Cneo AK release	-1	-4	-5	0	0	-2
PGC1a acetyl inh	-3	-1	-14	10	.	-15
